Bioassay records (PubChem)
Mtb UGM inh: M. tuberculosis UGM enzyme inhibitors, primary screen, biochemical, fluorescence polarization, single point; purified UGM, fluorescence polarization probe displacement; inhibition, % at 10 µM; 320,000 compounds, 0.06% hits; AID 504406, 2011; in the data active = inhibition above about 10%, passing the limit was not always enough; inconclusive = no clear call, values can overlap the other calls
Mtb BioA inh: M. tuberculosis BioA enzyme inhibitors, primary screen, biochemical, plate reader, single point, HTS; 7,8-diaminopelargonic acid synthase BioA (Mycobacterium tuberculosis); purified M. tuberculosis BioA enzyme; inhibition, % at 9.99 µM; 360,000 compounds, 0.096% hits; in the data active = inhibition above about 40%; inconclusive = no clear call, values can overlap the other calls
BoNT-A LC inh2: BoNT/A light chain protease inhibitors, primary screen, biochemical, flow cytometry, MLPCN library; multiplex microsphere protease substrate cleavage; inhibition, % at 10 µM; Botulinum neurotoxin type A light chain protease (Clostridium botulinum A str. ATCC 3502); 360,000 compounds, 0.17% hits; note: plate controls were buffer without enzyme for full effect and enzyme alone for no effect
Mtb FBA inh: Mtb FBA enzyme inhibitors, primary screen, biochemical, fluorescence, strain H37Rv. Fructose-bisphosphate aldolase (Mycobacterium tuberculosis (strain ATCC 25618 / H37Rv)), …. purified M. tuberculosis FBA, fluorescence read-out. inhibition, % at 1 µM. 360,000 compounds, 2.3% hits; in the data active = inhibition above about 27%;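 note: 0% = vehicle and 100% = reference inhibitor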
BoNT-F LC inh: BoNT/F light chain protease inhibitors, primary screen, biochemical, flow cytometry, MLPCN library. AID 588497, 2011. Botulinum neurotoxin type F light chain protease (Clostridium botulinum). 360,000 compounds, 0.22% hits. Multiplex microsphere protease cleavage assay. inhibition, % at 10 µM; in the data active = inhibition above about 35%, passing the limit was not always enough; inconclusive = no clear call, values can overlap the other calls; note: plate controls were buffer without enzyme for full effect and enzyme alone for no effect
Anthrax LF inh2: Bacillus anthracis LF protease inhibitors, primary screen, biochemical, multiplex microsphere, MLPCN library; 360,000 compounds, 0.12% hits; inhibition, % at 10 µM; Lethal factor (Bacillus anthracis), P15917; multiplex microsphere protease cleavage assay; AID 588501, 2011; note: plate controls were buffer without enzyme for full effect and enzyme alone for no effect
Target sequence (P15917 whole entry, looked up): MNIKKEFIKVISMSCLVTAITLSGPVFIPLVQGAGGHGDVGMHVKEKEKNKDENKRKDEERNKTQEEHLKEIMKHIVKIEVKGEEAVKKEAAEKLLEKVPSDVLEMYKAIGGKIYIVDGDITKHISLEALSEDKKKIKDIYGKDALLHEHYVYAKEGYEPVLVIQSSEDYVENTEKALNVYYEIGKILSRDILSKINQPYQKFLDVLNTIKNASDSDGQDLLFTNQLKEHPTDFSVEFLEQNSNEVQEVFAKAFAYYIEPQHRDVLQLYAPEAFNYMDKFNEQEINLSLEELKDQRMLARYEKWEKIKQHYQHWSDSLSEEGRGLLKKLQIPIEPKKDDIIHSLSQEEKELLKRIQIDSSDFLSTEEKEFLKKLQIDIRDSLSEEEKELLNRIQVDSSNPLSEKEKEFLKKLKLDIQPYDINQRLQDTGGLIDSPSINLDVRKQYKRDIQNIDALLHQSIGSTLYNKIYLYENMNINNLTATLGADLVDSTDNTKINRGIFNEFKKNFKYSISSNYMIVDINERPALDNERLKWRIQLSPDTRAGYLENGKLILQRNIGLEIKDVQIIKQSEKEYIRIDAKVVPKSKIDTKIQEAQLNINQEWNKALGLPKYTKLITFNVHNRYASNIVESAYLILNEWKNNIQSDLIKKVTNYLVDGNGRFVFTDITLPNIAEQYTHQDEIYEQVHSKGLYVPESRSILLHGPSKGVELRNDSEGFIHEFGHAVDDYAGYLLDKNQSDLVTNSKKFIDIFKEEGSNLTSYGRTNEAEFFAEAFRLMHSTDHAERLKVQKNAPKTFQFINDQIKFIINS
GDH-TPI inh: GDH-TPI coupling enzyme inhibitors, primary screen, artefact control for M. tuberculosis FBA inhibitor project, biochemical, absorbance, full deck | GDH-TPI coupled enzyme counterscreen, NADH absorbance | inhibition, % at 4.8 µM | 360,000 compounds, 1.2% hits; in the data active = inhibition above about 30%;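 note: 0% = DMSO wells and 100% = wells lacking the enzyme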
FadD28 FP inh: inhibitors of FadD28 bisubstrate probe binding, primary screen, biochemical, fluorescence polarization, single point | Mycobacterium tuberculosis FadD28 fatty-acid-AMP ligase | inhibition, % at 12.5 µM | 360,000 compounds, 0.22% hits; in the data active = inhibition above about 8.5%, passing the limit was not always enough; inconclusive = no clear call, values can overlap the other calls
PfHsp40 rescue: rescue of yeast from PfHsp40 toxicity, primary screen, S. cerevisiae, ATP luminescence; S. cerevisiae expressing PfHsp40, growth rescue; growth rescue, % at 12.5 µM; 340,000 compounds, 0.68% hits; AID 504582, 2011; in the data active = growth rescue above about 28%, passing the limit was not always enough; inconclusive = no clear call, values can overlap the other calls;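 note: yeast W303a lacking pdr1 and pdr3 grown in galactose medium; growth measured after three days at 30 °C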
Starred values were filed as active, the others as inactive; ? = inconclusive; . = not tested or not shown. Cut-off read from the data, not from the text of the source, unless noted: active = inhibition above about 30%; inconclusive = no clear call, values can overlap the other calls; inactive = below that. Random draw from the library; any-hit rate near 4.7%.

SMILES	Mtb UGM inh	Mtb BioA inh	BoNT-A LC inh2	Mtb FBA inh	BoNT-F LC inh	Anthrax LF inh2	GDH-TPI inh	FadD28 FP inh	PfHsp40 rescue
O=c1[nH]nc(Cc2ccc([N+](=O)[O-])cc2)c2ccccc12	-1.7	2.9	0.0	0	-4	4	6	-2.2	0.4
CCn1c(C)c(C)c2cc(C(=O)NCCCN3CCCC3)ccc21	-1.7	3.7	-1.5	4	-3	-4	14	-1.4	0.1
O=C(NCc1ccc2c(c1)OCO2)c1ccc(CSCc2ccccc2Cl)o1	-3.8	.	-1.2	-1	-15	-3	3	-5.0	9.3
Cn1c(N/N=C2\CCCc3ccccc32)nc2c1c(=O)n(Cc1ccccc1)c(=O)n2C	-1.3	-0.2	-0.1	-6	2	-2	9	-3.1	1.6
COC(=O)[C@@H](NC(=O)Nc1ccc2c(c1)OCCO2)C(C)C	1.4	-0.9	-0.1	1	-5	-2	4	0.1	0.0
COc1ccccc1N1CCN(/N=C\c2sccc2C)CC1	0.7	.	-2.1	1	-7	-1	0	-2.3	1.3
CC(=O)Oc1ccccc1N(C(C)=O)S(=O)(=O)c1ccc2ccccc2c1	-1.2	.	-0.1	5	-2	-12	8	-0.4	0.7
O=C(O)CCCc1nc(-c2ccc(Cl)cc2)no1	1.0	-0.7	-2.5	-1	?	3	7	-0.4	0.8
O=C(NCCc1ccccc1)c1ccc(CS(=O)(=O)Cc2ccccc2F)o1	2.5	15	2.8	0	5	3	-7	-5.7	1.3
Cc1ccc(C(c2sc3nc(C)nn3c2O)N2CCN(c3ccc(F)cc3)CC2)cc1 (configuration not stated)	3.3	13	-0.3	-1	-9	0	4	-3.8	-0.1
CC(=O)c1ccc2c(c1)OCCOCCOCCOCCO2	1.3	-2.3	-7.5	1	-24	6	-5	0.1	0.2
c1cnc2ccc(C(c3nnnn3C3CCCC3)N3CCN4CCCC4C3)cc2c1 (configuration not stated)	3.7	1.6	-1.3	-1	1	1	8	0.5	-1.7
N#CCSc1nc(-c2ccccc2)cs1	-0.1	3.2	-0.1	0	16	5	3	-2.7	36*
CC1=C(C(=O)N(C)C)CC(CC(=O)NC2CC2)C(=O)N1Cc1ccccc1 (configuration not stated)	.	0.4	0.0	4	2	-6	-8	-2.7	.
CCOC(=O)c1nc(C(=O)NCc2ccc(C)cc2)nc2ccccc12	1.5	3.8	0.3	-1	-5	-2	3	-1.5	-1.2
Cc1ccc(-c2csc(Nc3ccc(C(=O)O)cc3)[n+]2Cc2ccccc2)cc1	-2.1	.	0.0	-1	0	-4	12	-0.6	-1.6
O=C(NCC(=O)N1CCCCC1)c1ccc(Cl)cc1Cl	0.6	0.8	0.1	3	9	-1	5	-0.3	-1.2
COC(=O)C1C(=O)NCC1c1ccc(OC)cc1 (configuration not stated)	-0.5	-1.3	13	-2	12	-9	1	-1.1	0.7
Cc1ccc(NS(=O)(=O)c2c(F)cc(F)c(Cl)c2F)cc1S(=O)(=O)N1CCOCC1	0.0	.	-0.4	1	-7	-6	5	1.9	-2.2
CC(C)(C)C(=O)COC(=O)c1cc(S(=O)(=O)N2CCCCC2)ccc1N1CCOCC1	-3.2	-0.5	6.7	-1	7	2	-8	-3.2	1.1
COc1cc(CN2CCCCC2C(=O)Nc2ccc(Oc3ccccc3)nc2)ccc1O (configuration not stated)	-1.6	-2.3	-2.0	4	-6	4	2	0.4	0.5
O=C(NCC(c1cccnc1)N1CCN(c2ccc(F)cc2)CC1)c1cccc(Cl)c1 (configuration not stated)	0.9	.	-0.1	0	-6	-6	-2	-2.7	17
O=C(Nc1ccc(Cl)cc1)N1CCC(CO)(Cc2ccccc2)CC1	0.2	17	-1.2	1	-6	-3	-3	-3.2	1.2
O=C1/C(=C/c2cccs2)CCC/C1=C\c1cccs1	-0.3	0.5	1.1	-2	-8	-3	6	-4.1	0.3
CC1CN(c2ccccc2)NC1=O (configuration not stated)	-1.1	.	-0.3	0	-5	-5	2	-0.7	-0.3
C/C(=N/NC(=O)CNC(=O)c1cccnc1)c1ccco1	3.0	4.7	.	3	.	.	19	-0.2	0.7
CCOc1ccc(OCc2cccc(C(=O)O)c2)cc1	0.3	-1.4	2.5	2	2	-1	-1	-1.1	-2.1
O=C(/C=C/c1ccc2c(c1)OCO2)Nc1ccc(Cl)cn1	0.8	.	-0.3	5	1	-5	15	-1.5	.
O=C(CSc1nnnn1C1CCCCC1)N1CCc2ccccc21	-0.5	0.6	-0.5	-4	-9	-1	8	-3.4	0.7
COC(=O)C(C)(C(=O)OC)c1ccccc1[N+](=O)[O-]	-1.2	-1.6	0.2	2	-1	-1	4	-1.0	0.0
O=C(c1ccccc1)N1CCN(Cc2ccc3c(c2)OCO3)CC1	-0.5	-3.3	-2.0	0	4	-10	3	.	0.4
Cc1ccc(S(=O)(=O)C(NC(=O)c2ccccc2)=C(Cl)Cl)cc1	2.8	-0.4	1.4	2	10	-1	1	-6.5	0.0
CCCCOc1ccc(CNn2c(C)nc3ccccc3c2=O)cc1	3.8	.	-0.9	1	-4	1	12	-0.6	0.5
CCN(CC(=O)Nc1c(F)cccc1F)C(=O)CCN1C(=O)C2CC=CCC2C1=O (configuration not stated)	-1.9	-2.3	6.4	0	6	-2	-1	-0.3	-1.1
CCCCn1c(NC(C)=O)c(C#N)c2nc3ccccc3nc21	-0.5	1.3	3.7	59*	21	0	11	-2.1	1.6
CC12CCC(C/C1=N/O)C2(C)CBr (configuration not stated)	-0.3	.	0.0	-1	-2	0	-11	-6.0	-0.1
CON(C)C(=O)C[C@@H]1C[C@H](OC(=O)c2ccc([N+](=O)[O-])cc2)CN1C(=O)OC(C)(C)C	3.2	-2.5	0.1	-2	4	3	0	-2.8	1.5
Cc1c(NC(=O)c2ccco2)c(=O)n(-c2ccccc2)n1C	0.2	0.4	2.0	0	?	0	-10	1.8	-1.1
COc1ccc(S(=O)(=O)N(C)CC(=O)Nc2ccc3c(c2)OCO3)cc1	0.4	.	1.1	3	4	1	6	-1.3	-0.7
CCN(CC)CCNC1=NCCn2c1cc1cc(OC)ccc12	2.4	-1.0	1.7	5	14	1	8	0.3	-0.4
COc1ccc(CNC(=O)COC(=O)CCC2CCCCC2)cc1	1.7	.	0.6	0	-3	-3	-9	-2.6	-0.2
CC(/C=C/c1ccco1)=N\NC(=O)c1cc(Cl)ccc1O	3.1	.	-0.4	10	0	-1	18	5.0	75*
O=C(COC(=O)c1ccc(O)cc1O)c1ccc2c(c1)OCO2	0.8	-0.2	2.2	2	-10	1	-1	-0.9	-0.4
COCCN(C(=O)CSCc1ccc(C)cc1)c1c(N)n(CC(C)C)c(=O)[nH]c1=O	1.8	.	1.9	-1	7	-5	4	-2.8	1.3
CCN(CC)CCN(C(=O)Cn1nnc(-c2ccc(C)o2)n1)C(C(=O)NC1CCCC1)c1ccc(F)cc1 (configuration not stated)	.	0.2	0.3	1	-4	11	-5	-3.6	1.9

The list goes on, overlapping the part above by four compounds.
SMILES	Mtb UGM inh	Mtb BioA inh	BoNT-A LC inh2	Mtb FBA inh	BoNT-F LC inh	Anthrax LF inh2	GDH-TPI inh	FadD28 FP inh	PfHsp40 rescue
CC(/C=C/c1ccco1)=N\NC(=O)c1cc(Cl)ccc1O	3.1	.	-0.4	10	0	-1	18	5.0	75*
O=C(COC(=O)c1ccc(O)cc1O)c1ccc2c(c1)OCO2	0.8	-0.2	2.2	2	-10	1	-1	-0.9	-0.4
COCCN(C(=O)CSCc1ccc(C)cc1)c1c(N)n(CC(C)C)c(=O)[nH]c1=O	1.8	.	1.9	-1	7	-5	4	-2.8	1.3
CCN(CC)CCN(C(=O)Cn1nnc(-c2ccc(C)o2)n1)C(C(=O)NC1CCCC1)c1ccc(F)cc1 (configuration not stated)	.	0.2	0.3	1	-4	11	-5	-3.6	1.9
O=C(O)CC(CC(=O)Nc1ccc(-n2ccc(C(F)(F)F)n2)cc1)c1ccccc1 (configuration not stated)	1.3	-0.6	?	1	?	0	-5	-2.3	-0.7
O=C(NCCc1ccc(F)cc1)C1CCC(=O)N(CC2CCCCC2)C1 (configuration not stated)	.	-0.2	0.0	4	1	6	16	-1.1	.
COC(=O)c1ccccc1NS(=O)(=O)c1ccc(NC(C)=O)cc1	2.2	0.6	-0.9	0	-2	-2	-2	0.1	1.2
Nc1ccc(CCc2ccccn2)cc1	.	0.5	-0.2	0	-7	-2	3	0.2	1.5
Cn1c(NC(=O)C[n+]2cc(-c3ccc(Cl)cc3)n3c2CCC3)cc(=O)n(C)c1=O	-3.5	.	1.0	3	-1	1	11	0.8	2.0
N/N=C(\c1ccccc1)C12CN3CN(CN(C3)C1)C2	1.8	.	-0.2	-5	-1	-3	7	-0.3	-1.0
COc1ccc(OCCOCCOc2ccc(C)cc2[N+](=O)[O-])cc1	0.5	0.8	0.7	-2	0	2	-2	-1.0	2.6
O=C(O)CCC(=O)NNC(=O)COc1cccc(Cl)c1	2.0	.	-0.3	0	-2	-17	0	-1.6	-0.4
CC(=O)c1cccc(S(=O)(=O)Nc2c(C)nn(C)c2C)c1	3.1	0.1	.	-1	.	.	-7	-2.4	-0.9
Cc1cc(C)n(C(=O)CNC(=O)Cc2ccccc2)n1	2.5	7.2	-0.3	1	-1	-1	0	-0.9	-1.2
COc1cc2c(cc1OC)-c1cc(Nc3ccc(N(C)C)cc3)nc(=O)n1CC2	1.6	.	?	5	?	-25	18	-1.5	1.0
CC(C)S(=O)(=O)N1Cc2ccccc2-n2nncc2C1	.	-3.6	0.5	0	1	-2	-6	-4.5	.
COc1ccc(CN(C(=O)c2snc(C(N)=O)c2N)C(C(=O)NC(C)(C)C)c2ccco2)cc1 (configuration not stated)	-1.6	.	-2.7	6	-4	0	8	-2.0	-0.9
COC(=O)c1sccc1NC(=O)Nc1ccccc1F	0.2	-1.4	-0.2	0	-1	-2	2	-1.0	-0.1
COc1ccc(Cl)cc1NC(=O)C1(c2cccs2)CCOCC1	-1.8	.	-0.4	-1	1	4	3	-1.6	0.4
Cc1ccc(S(=O)(=O)Nc2ccccn2)cc1[N+](=O)[O-]	-2.3	-2.1	-0.5	2	-2	-4	-1	-1.7	-0.4
COc1cccc(N2CCN(C3CCCC(C)C3)CC2)c1 (configuration not stated)	-2.3	-3.7	-3.6	0	-4	-7	-4	0.7	-1.6
CCCCn1c(NC(=O)C2CCCCC2)nc2ccccc21	0.3	.	-0.8	4	1	-3	-3	-0.3	1.5
C=C1CCN([C@@H](C)C(=O)NCc2cc(OC)c(OC)c(OC)c2)S(=O)(=O)c2ccccc21	1.3	-3.0	-1.1	5	-6	-12	8	-2.7	-1.2
CC(C)Cc1ccc(C(C)C(=O)Nc2nccs2)cc1 (configuration not stated)	0.4	-0.2	0.0	-3	9	2	-6	-2.9	1.2
COc1ccc(CCNC(=O)c2ccc3c(c2)N(Cc2ccc(C)cc2)CCS3)cc1OC	1.2	7.4	2.1	54*	11	-5	9	-2.3	0.1
CCOc1cc([C@H]2[C@@H]3CCCC[C@]3(O)CCN2CC(=O)NCc2ccco2)ccc1O	0.4	-1.5	0.0	3	-2	-7	-2	-0.3	0.3
CC(C(=O)NCc1ccccc1Cl)n1cc([N+](=O)[O-])cn1 (configuration not stated)	-0.6	0.6	-1.0	2	38*	-15	1	-0.3	-1.2
